# FN deposition inh: inhibitors of fibronectin matrix deposition, primary screen, AH1F cells, Alexa488-fibronectin fluorescence, plate reader | AID 743247, 2014 | actives 0.086% (n = 350,000) | AH1F fibroblasts, overnight | inhibition, % at 12.6 µM;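 active means mean inhibition across replicates of 30% or more, regardless of how many single replicates reach that level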;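 further: positive control wells lacked labelled fibronectin entirely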
#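 Assay system: AH1F fibroblast monolayer, labelled fibronectin deposition. Amount: 10000 cells per well. Also added: labelled fibronectin 24 nM. Compound: single-point pinned compound. Incubation: cell attachment 1 h, compound and FN exposure overnight. Detection: fluorescence after three HBSS washes, excitation 485 nm, emission 525 nm. Read-out: inhibition of fibronectin deposition signal.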
# INS-1E GSIS act: GLuc luminescence reporter in INS-1E cells, primary screen for activators of glucose-dependent secretion of insulin. activation, % at 16.6 µM. AID 743287, 2014. actives 0.61% (n = 370,000). INS-1E GLuc reporter insulin secretion, 2-3 h;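 active means lowest replicate activation of at least 40%, so every replicate reaches that level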;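 further: 0% = median of neutral control wells and 100% = median of IBMX positive control wells; some compounds called inactive have numbers as strong as hits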
# An asterisk follows results filed as active. An excerpt; the hit share may differ from the screen's.
SMILES,FN deposition inh,INS-1E GSIS act
COc1cc(OC)cc(C(=O)N[C@H](C(=O)OCC(=O)Nc2cccc(F)c2)C(C)C)c1,-6,-22
Cc1noc(C(=O)Nc2ccccc2C(F)(F)F)c1Cl,8,18
CC(=O)N1C[C@@H]2C(c3ccccc3)[C@H](C1)N2CC(F)(F)F (some centres not stated),9,2
N#C[C@@H]1[C@@H](c2ccc(C#Cc3cccnc3)cc2)[C@@H](CO)N1C(=O)NC1CCCC1,-3,-11
O=C(c1cc2ccccc2oc1=O)N1CCN(CCc2ccccc2)CC1,-3,1
C[C@H]1CN([C@@H](C)CO)C(=O)c2ccccc2-c2ccccc2CO[C@@H]1CN(C)C(=O)c1ccccc1,3,-6
CCCCn1c(N)c(-c2nc3ccccc3s2)c2c([N+](=O)[O-])nn(C)c(=O)c21,-21,-10
CNC[C@H]1Oc2ccc(NS(C)(=O)=O)cc2CC(=O)N(C)C[C@H]1C,-2,12
Cc1ccccc1CSc1nnc(NC(=O)Cc2cccs2)s1,-2,-19
C[C@H]1CN(C)C(=O)c2cc(NS(C)(=O)=O)ccc2O[C@H]1CN(C)C,7,2
CCOc1ccc(C)cc1S(=O)(=O)Nc1ccc(Cl)cn1,-12,-4
COc1ccc(-c2nnc(SCC(=O)NCc3ccco3)o2)cc1,-8,-4
NC(=O)Cn1c(=O)n(Cc2ccco2)c(=O)c2c3c(sc21)CCCCC3,0,15
CCC(=O)Nc1ccc(C(=O)N/N=C/c2ccccc2[N+](=O)[O-])cc1,-2,1
COC(=O)c1cc(C(=O)OC)n(Cc2ccc(Br)cc2)n1,-5,-16
FC(F)(F)CN1CC2C(c3ccc(Br)cc3)C(C1)N2CC(F)(F)F (configuration not stated),-16,-22
CO[C@H]1CN(C)C(=O)c2ccc(NC(=O)NC(C)C)cc2OC[C@H](C)N(S(C)(=O)=O)C[C@@H]1C,-4,6
O=C(NC1CCCCC1)[C@@H]1[C@@H](CO)[C@@H]2Cn3c(ccc(-c4ccccc4)c3=O)[C@H]1N2,-2,1
C[C@H]1CN(C)C(=O)c2cccc(N(C)C)c2O[C@@H]1CN(C)C,-27,-7
Cc1cc(C(=O)C(=O)N(C)C)c(C)n1-c1ccc([N+](=O)[O-])cc1,-12,1

# Brought forward from above: 2 entries, followed by the next part.
SMILES,FN deposition inh,INS-1E GSIS act
C[C@H]1CN(C)C(=O)c2cccc(N(C)C)c2O[C@@H]1CN(C)C,-27,-7
Cc1cc(C(=O)C(=O)N(C)C)c(C)n1-c1ccc([N+](=O)[O-])cc1,-12,1
CC1CCN(C(=O)CCc2ccc(S(=O)(=O)NC(C)(C)C)cc2)CC1,-7,-3
C[C@H]1COCn2nncc2CC[C@@H](Cc2ccccc2)C(=O)N1,-1,6
Cc1c(C(=O)Nc2ccc3c(c2)OCCO3)sc2nc(-c3ccccc3)cn12,-7,-32
Cc1ccc(-c2nnn(CC(=O)N(CC(=O)NCC3CCCO3)c3ccc(F)c(Cl)c3)n2)o1 (configuration not stated),5,-7
Cc1noc(C)c1NC(=O)N(C)C[C@@H]1Oc2ccc(NC(=O)CCC(F)(F)F)cc2C(=O)N([C@@H](C)CO)C[C@H]1C,-7,12
CC[C@@H]1C/C=C\C[C@H](c2ccc(OC)cc2OC)NC(=O)[C@H](C)CC(=O)N1,-3,8
O=c1[nH]c(CSc2nnc(-c3ccccc3)n2C2CCCCC2)nc2ccccc12,1,-12
O=C1N[C@H](Cc2ccccc2)COCc2cn(nn2)CC[C@@H]1Cc1cccc(Cl)c1,-10,-8
Cc1cc(C)n(C2CC(=O)N(c3ccccc3)C2=O)n1 (configuration not stated),-5,14
C[C@@H]1CN(C)C(=O)c2cccc(N)c2O[C@H]1CN(C)C(=O)OC(C)(C)C,0,-10
COCCN1CCc2[nH]c(=S)[nH]c(=O)c2C1,6,-4
C=CCn1c(Cc2ccc(OC)cc2)nnc1SCC(N)=O,2,21
O=C(NCc1ccco1)c1cc(-c2ccncc2)nc2ccccc12,1,5
COc1ccc(OC)c(NS(=O)(=O)c2ccc(Cl)nc2)c1,9,14
COCCCN1CCc2[nH]c(=S)[nH]c(=O)c2C1,-1,6
CCCCCOC(=O)CSc1nnc(-c2cc(OC)c(OC)c(OC)c2)o1,8,-9
O=C1N[C@H](c2ccccc2)COCc2cnnn2CC[C@@H]1Cc1ccc(-c2ccccc2)cc1,-3,13
O=C(CN1CCOCC1)N[C@@H]1CC[C@@H](CCn2cc(C3CCCC3)nn2)O[C@H]1CO,1,-10
Cc1cc(NS(=O)(=O)c2ccc(Nc3nc(-c4ccc(C)c(C)c4)cs3)cc2)no1,-11,-24
Cc1ccc(S(=O)(=O)N2CCN(C(=O)N(c3ccccc3)c3ccccc3)CC2)cc1,0,-14
Cc1ccc(CNC(=O)COC(=O)c2ccc(Br)cc2)cc1,8,-2
CC(C)NC(=O)Nc1ccc2c(c1)CC(=O)N(C)C[C@@H](C)[C@H](CN(C)C(=O)NC(C)C)O2,7,22
COc1cccc(CN2CC3(C2)[C@H](c2ccccc2)[C@@H](CO)N3Cc2ccccc2OC)c1,3,-4
Cc1sc2ncn(CC(=O)NCC(=O)N(C)C3CCCCC3)c(=O)c2c1C,-7,-19
CO[C@@H]1CN(C)C(=O)c2ccc(NC(=O)CC(F)(F)F)cc2OC[C@H](C)N(C(=O)C2CCCCC2)C[C@H]1C,-14,-5
COc1ccc(Oc2nc3ccccc3nc2C(F)(F)F)cc1,3,-16
O=S(=O)(Cc1ccccc1)N1CC2(C1)[C@H](c1ccccc1)[C@H](CO)N2CC1CCCC1,-3,-7
CC(C)[C@@H]1CC=CC[C@@H](C)Oc2ccccc2C(=O)N(C)[C@H](Cc2ccccc2)C(=O)N1 (mixture of isomers),3,-24
Cc1noc(C)c1S(=O)(=O)N(C)C[C@H]1Oc2ccc(NC(=O)Cc3cn(C)c4ccccc34)cc2C(=O)N([C@H](C)CO)C[C@@H]1C,9,2
COc1ccc([C@H]2CC=CC[C@H](C)Oc3ccccc3C(=O)N(C)[C@H](C)C(=O)N2)c(OC)c1 (mixture of isomers),6,-20
CCOC(=O)CCCNC(=O)CN1C(=O)NC(CCc2ccccc2)C1=O (configuration not stated),-5,23
O=C(Cc1ccncc1)Nc1ccc2c(c1)[C@H]1C[C@@H](CC(=O)N3CCCCC3)O[C@H](CO)[C@H]1O2,5,-13
O=C(c1cccc(N2C(=O)C3CC=CCC3C2=O)c1)N1CCCCCC1 (configuration not stated),4,-11
Cc1ccc2nc(C3CCCN(C(=S)Nc4cccc(C)c4C)C3)[nH]c2c1 (configuration not stated),3,-21
CC(C)NC(=O)Nc1cccc2c1O[C@@H](CN(C)C)[C@H](C)CN(C)C2=O,-2,1
C[C@@H]1CCCCO[C@H](CN(C)C(=O)Nc2ccccc2)[C@H](C)CN([C@H](C)CO)C(=O)c2cc(NS(=O)(=O)c3ccc(Cl)cc3)ccc2O1,1,5
COc1ccc([C@@H]2C/C=C\C[C@@H](c3ccc(F)cc3)NC(=O)CCC(=O)N2)c(OC)c1,7,2
CCCOc1ccc(C2C(=O)N(C3CCCCC3)CC(=O)N2CCC)cc1OC (configuration not stated),-15,-2
C=CCN1[C@@H]2CN(S(C)(=O)=O)C[C@H]1C2c1ccc(-c2ccc(F)cc2)cc1 (some centres not stated),-3,-16
COc1cccc(C#Cc2ccc3c(c2)[C@H]2[C@H](CCN2C(=O)c2ccccc2F)[C@@H](CO)N3)c1,-1,-4

# Overlap with the part before: three compounds, then new ones.
SMILES,FN deposition inh,INS-1E GSIS act
CCCOc1ccc(C2C(=O)N(C3CCCCC3)CC(=O)N2CCC)cc1OC (configuration not stated),-15,-2
C=CCN1[C@@H]2CN(S(C)(=O)=O)C[C@H]1C2c1ccc(-c2ccc(F)cc2)cc1 (some centres not stated),-3,-16
COc1cccc(C#Cc2ccc3c(c2)[C@H]2[C@H](CCN2C(=O)c2ccccc2F)[C@@H](CO)N3)c1,-1,-4
C[C@@H]1CN(C)C(=O)Cc2cc(N(C)C)ccc2O[C@H]1CN(C)C,-5,-1
CNC[C@@H]1Oc2ccc(NS(C)(=O)=O)cc2C(=O)N(C)C[C@@H]1C,-12,11
CC(C)COC(=O)N(C)C[C@H]1OCc2ccccc2-c2ccccc2C(=O)N([C@H](C)CO)C[C@@H]1C,-20,10
CSCC[C@H](NC(=O)Nc1ccc(C)cc1)C(=O)O,-7,0
CC(C)[C@H]1CC=CC[C@@H](C)Oc2ccccc2C(=O)N(C)[C@H](Cc2ccccc2)C(=O)N1 (mixture of isomers),11,-17
Cc1cnnc2c1-c1no[n+]([O-])c1CC2,-8,-10
C[C@H]1CN(C)C(=O)Cc2ccccc2O[C@@H]1CN(C)C,6,17
CC(C)C(=O)N1CCN(c2ccc(NC(=O)c3ccc4c(c3)OCCO4)cc2Cl)CC1,-1,-36
C[C@@H]1CN([C@@H](C)CO)C(=O)c2ccccc2-c2ccccc2CO[C@@H]1CN(C)Cc1ccc(C(F)(F)F)cc1,0,-6
CCN(CC)C(=O)Cc1cc(C(=O)O)c2ccccc2n1,9,9
O=C(O)/C=C\C(=O)Nc1ccccc1C#Cc1ccccc1,-12,-20
C#CCn1cc(/C=N/Nc2nc3ccccc3[nH]2)c2ccccc21,-9,-37
C[C@@H]1CN([C@H](C)CO)C(=O)c2c(c3ccccc3n2C)-c2ccccc2CO[C@@H]1CN(C)Cc1ccccc1,-11,-20
C[C@@H]1CC=CC[C@@H](c2ccc(F)cc2)NC(=O)[C@H](C)N(C)C(=O)c2ccccc2O1 (mixture of isomers),-3,26
Cc1onc(-c2c(Cl)cccc2Cl)c1C(=O)NCc1ccccn1,-3,20
COc1ccc(CCNC(=O)CN2C(=O)C3(OCCCO3)c3ccccc32)cc1OC,-1,17
COc1ccc(CCN2C(=NC(=O)CCC(=O)O)SC3CS(=O)(=O)CC32)cc1 (configuration not stated),4,-2
CNC[C@H]1Oc2ccccc2C(=O)N(C)C[C@H]1C,2,1
Cc1ccc(C(=O)Nc2ccc(N3CCOCC3)cc2)cc1,-12,18
CCOC(=O)c1cc2sccc2n1CC(=O)N1c2ccccc2CC1C (configuration not stated),-14,472*

# Retrieved by compound from the entries so far (2):
SMILES,FN deposition inh,INS-1E GSIS act
C[C@H]1CN(C)C(=O)Cc2ccccc2O[C@@H]1CN(C)C,6,17
CCN(CC)C(=O)Cc1cc(C(=O)O)c2ccccc2n1,9,9

# The results go on:
SMILES,FN deposition inh,INS-1E GSIS act
O=C1N[C@H](Cc2ccccc2)COCc2cnnn2CC[C@@H]1Cc1cccc(Cl)c1,-3,0
CC(C)NC(=O)N(C)C[C@@H]1Oc2c(NS(C)(=O)=O)cccc2C(=O)N(C)C[C@H]1C,8,11
COc1ccc([C@@H]2C/C=C\C[C@@H](c3cccc(Cl)c3)NC(=O)[C@@H](c3ccccc3)CC(=O)N2)c(OC)c1,-25,15
Cc1cccc(N2C(=O)CS/C2=N\NC(=O)c2ccc(Cl)cc2)c1C,-4,4
Cc1ccc(NC(=S)NCc2cccn2C)cc1,-3,-8
C[C@@H]1CN(C)C(=O)c2ccccc2O[C@H]1CN(C)C,-2,3
CC(=O)N(C)C[C@H]1Oc2ccccc2C(=O)N(C)C[C@@H]1C,1,18
C[C@H]1CN(C)C(=O)c2cccc(N)c2O[C@@H]1CN(C)C(=O)OC(C)(C)C,13,0

# Of the compounds above, these have bromine.
SMILES,FN deposition inh,INS-1E GSIS act
COC(=O)c1cc(C(=O)OC)n(Cc2ccc(Br)cc2)n1,-5,-16
FC(F)(F)CN1CC2C(c3ccc(Br)cc3)C(C1)N2CC(F)(F)F (configuration not stated),-16,-22
Cc1ccc(CNC(=O)COC(=O)c2ccc(Br)cc2)cc1,8,-2
